# High-throughput results: PubChem, several laboratories
# Large T inhibition = SV40 large T antigen inhibitors, biochemical (AID 1903). SV40 large T antigen ATPase/helicase inhibition assay; higher % means a stronger effect. inhibition, % at 20 µM, or IC50 in µM where a hit was titrated. 310,000 compounds, 0.39% hits; in the data active = a potency from the dose series; inconclusive = inhibition mostly from about 32% at the one dose, without a potency; inactive = the rest, 99 in 100 with inhibition below about 32%; also: strong numbers were not always called active
# K1F lysis inhibition = protection from phage-mediated lysis, alamar blue read-out – E. coli UTI89, K1F phage, bacterial capsule biogenesis inhibitors (AID 488966). E. coli UTI89 K1F phage lysis, alamar blue, 2 h; higher % means a stronger effect. inhibition, % at 100 µM; hits with a dose series show IC50 in µM. 340,000 compounds, 0.02% hits;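 active = phage lysis inhibition, versus mean bacterial control, above a set limit; inconclusive = no clear call, values can overlap the other calls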;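 also: capsule biogenesis inhibitors block K1F phage lysis so surviving cells raise fluorescence; higher fluorescence means more inhibition of phage lysis; actives were called in the ten point dose series up to 300 µM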
# West Nile virus CPE = West Nile virus antiviral activity, cell-based, CPE readout (AID 1621). 290,000 compounds, 0.02% hits. CPE inhibition, % at 10 µM, or IC50 in µM where a hit was titrated. West Nile virus-infected cells, CPE inhibition; higher % means a stronger effect; in the data active = a potency from the dose series; inconclusive = CPE inhibition mostly from about 3.7% at the one dose, without a potency; inactive = the rest, 99 in 100 with CPE inhibition below about 2.2%; also: strong numbers were not always called active
# T cell HTS = modulates CD8 T cell binding to vesicles. 2C CD8+ T cell-vesicle binding, flow cytometry; stronger effect = lower value. calls only at 7 µM. 330,000 compounds, 0.068% hits. AID 2052;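 active = response, share of CD8 T cells binding vesicles, and their 90th percentile fluorescence all below set limits, cut at about 80% in these data, passing the limit was not always enough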
#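 Material: 2C TCR transgenic mouse naive CD8+ T cells, MACS-purified. Also added: QL9-charged Drosophila Ld/ICAM-1/B7-1 vesicles. Timing: binding 1.5 h at 37 °C. Measured by: high-throughput flow cytometry with anti-B7-1 and anti-CD8 staining. Read-out: percent CD8+ FL2 mean versus row control. Controls: Unloaded micro-vesicles (low), QL9 vesicles with 0.7% DMSO (high).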
# PhoP inhibition = PhoP-dependent GFP reporter repression – Salmonella Typhimurium, primary screen (AID 1863). S. Typhimurium PhoP-regulated promoter GFP reporter, 4 h; higher % means a stronger effect. inhibition, % at 50 µM, or IC50 in µM where a hit was titrated. 300,000 compounds, 0.16% hits;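 active = inhibition over 29.93%, a cutoff 3 SD above the screen mean, later confirmed by dose response; inconclusive = inhibition over 29.93% but no dose response follow-up; inactive = inhibition at most 29.93% or unconfirmed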;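 also: 0% = low Mg2+ inducing control and 100% = high Mg2+ repressing control; strong numbers were not always called active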
# NS5 inhibitors = Dengue-2 NS5 methyltransferase inhibitors, primary screen, biochemical, confirmation dose response (AID 588689) | Dengue-2 NS5 methyltransferase capping enzyme assay, biochemical; higher % means a stronger effect | inhibition, % at 25 µM, or IC50 in µM where a hit was titrated | 340,000 compounds, 0.3% hits; in the data active = a potency from the dose series; inconclusive = inhibition above about 29% without an active follow-up result
# NTR1 agonist = NTR1-driven beta-arrestin-GFP spot formation – imaging, U2OS cells, high content, primary screen (AID 493036). agonist mode. activation, % at 20 µM. 330,000 compounds, 0.17% hits;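 active = activation at or above 40% of the spot to cytoplasm intensity ratio, with at least 20 cells analyzed; inconclusive = wells under 20 cells, flagged as cytotoxic or low count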;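 also: 0% = DMSO without peptide and 100% = 100 nM NTR1 peptide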
# Target sequence (P30989 whole entry, looked up): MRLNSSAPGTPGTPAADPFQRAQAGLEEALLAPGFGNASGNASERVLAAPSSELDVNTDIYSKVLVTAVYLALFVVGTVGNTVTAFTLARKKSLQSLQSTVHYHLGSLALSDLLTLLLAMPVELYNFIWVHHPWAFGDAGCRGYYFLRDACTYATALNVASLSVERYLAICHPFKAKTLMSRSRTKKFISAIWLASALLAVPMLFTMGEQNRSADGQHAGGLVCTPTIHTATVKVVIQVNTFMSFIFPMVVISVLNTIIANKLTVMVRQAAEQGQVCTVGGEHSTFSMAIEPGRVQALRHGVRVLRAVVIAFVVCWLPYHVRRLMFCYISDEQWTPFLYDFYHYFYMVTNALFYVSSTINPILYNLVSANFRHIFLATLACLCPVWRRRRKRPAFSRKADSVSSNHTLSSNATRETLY
# RSV antiviral HEp-2 = RSV antiviral activity via CPE protection, HEp-2 cells, primary 10 µM value included (AID 2391) | HEp-2 cells, RSV-induced CPE inhibition; higher % means a stronger effect | CPE inhibition, % at 10 µM, or IC50 in µM where a hit was titrated | 310,000 compounds, 0.13% hits; in the data active = a potency from the dose series; inconclusive = CPE inhibition mostly from about 23% at the one dose, without a potency; inactive = the rest, 99 in 100 with CPE inhibition below about 21%; also: strong numbers were not always called active
# Rac1 GTP hydrolysis = MgcRacGAP GTPase-activating activity inhibitors, confirmation, biochemical, ADP Hunter fluorescence | MgcRacGAP-stimulated Rac1 GTP hydrolysis, ADP Hunter fluorescence; higher % means a stronger effect; GST-tagged Rac1 F28L mutant substrate | inhibition, % at 30 µM; hits with a dose series show IC50 in µM | 340,000 compounds, 0.6% hits;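 active = first-screen hits whose inhibition reached a set limit at any dose in the follow-up dose series; inconclusive = inhibition above the set first-screen limit but never retested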;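 also: fluorescence reports GDP produced by GAP-driven GTP hydrolysis; strong numbers were not always called active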
# T cell HTS vesicle-bound % = recorded beside T cell HTS, whose call it bears; double positive events, %; measured here: CD8+ vesicle-bound cell fraction;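 binding gate set so that unloaded-vesicle control wells show 10% double positive cells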
# NTR1 agonist cell count 20 µM = also measured in NTR1 agonist; calls as there; cell count; measured here: cell count, cytotoxicity flag
# NS5 inhibitors pilot replicate = recorded beside NS5 inhibitors, whose call it bears; inhibition, %; measured here: pilot screen replicate inhibition
# * marks the source's active call; other numbers are inactive results; i = inactive; ? = inconclusive; . = no result given; [ ] = remark or other dose.
SMILES,Large T inhibition,K1F lysis inhibition,West Nile virus CPE,T cell HTS,T cell HTS vesicle-bound %,PhoP inhibition,NS5 inhibitors,NTR1 agonist,NTR1 agonist cell count 20 µM,RSV antiviral HEp-2,Rac1 GTP hydrolysis,others
CC(C(=O)Nc1ccc(C(=O)O)c(O)c1)N1C(=O)/C(=C\c2ccco2)SC1=S (stereo not given),48µM*,-0.1%,-0.2%,i,30,-2%,79µM*,0.0,89,2.2%,?,
Cc1onc(-c2ccccc2)c1C(=O)NNC(=O)c1ccccc1O,13%,0.4%[50 µM],.,i,27,5%,5%,0.0,58,3.8%,-8%,
COc1ccc(C(C)=O)cc1CSc1nnc(Nc2ccccc2)s1,16%,3.7%[50 µM],-1.5%,i,4,-3%,-7%,4.0,62,5.1%,-1%,
Cc1cnc(C(=O)NCCc2ccc(S(=O)(=O)NC(=O)NC3CCCCC3)cc2)cn1,6%,1.5%,-0.1%,i,49,1%,6%,3.8,50,-1.9%,7%,
S=c1nc[nH]c2c1ncn2C1CCCC1,5%,1.2%[50 µM],0.4%,i,30,-2%,-8%,.,.,3.3%,11%,
CC1=CC(C)(C)N2C(=O)C3(C(C#N)=C(N)OC4=C3C(=O)CCC4)c3c(C)c(C)cc1c32 (stereo not given),6%,0.8%,-1.0%,i,33,-6%,5%,3.6,91,1.4%,6%,NS5 inhibitors pilot replicate=-4.9
CCC(Sc1nc2n[nH]c(C)c2c(=N)n1-c1cccc(Cl)c1C)C(=O)N(CC)CC (stereo not given),0%,-1.2%,-0.4%,i,5,-2%,2%,2.7,74,-1.2%,5%,
CC(C)CCn1c(COc2ccccc2)n[nH]c1=S,-17%,-0.1%,-0.7%,i,33,0%,-5%,1.0,38,1.0%,5%,
COc1ccc(C(=O)N/N=C(\C)c2cccc(NC(=O)c3ccc(F)cc3)c2)c(OC)c1,-1%,0.1%,-0.5%,i,54,7%,-10%,12,62,3.5%,5%,
Cc1ccc(NC(=O)CCCn2nc(C)c3c(C)n(-c4ccccc4)nc3c2=O)cc1C,.,0.1%,0.0%,i,12,-2%,-4%,-1.2,56,1.4%,-7%,
Cc1occc1C(=O)N/N=C/C=C/c1ccccc1[N+](=O)[O-],4%,0.0%,-0.2%,i,58,1%,-3%,-0.3,93,3.7%,11%,
CCOC(=O)C1(Cc2ccccc2C(F)(F)F)CCN(C(=O)c2cc(C)n(C)n2)CC1,3%,-0.1%,-0.7%,i,38,-8%,-3%,-0.6,80,1.7%,7%,
CC1CCCCN1C(=O)CSc1nc(-c2ccccc2)cn1N (stereo not given),21%,-1.1%,-0.6%,i,47,4%,-1%,0.5,55,2.2%,5%,
CCOC(=O)C1=CNS(=O)(=O)NC1c1ccc(C)cc1 (stereo not given),.,0.2%,.,.,.,.,3%,-1.2,77,.,8%,NS5 inhibitors pilot replicate=-0.9
O=CN1CCN(C(C(=O)NC2CCCC2)c2ccc(Cl)cc2)CC1 (stereo not given),2%,0.4%,0.2%,i,19,-18%,5%,0.7,81,1.2%,6%,
CC1=NN(c2ccccc2)C(=O)/C1=C\c1cc(C)n(-c2ccccc2)c1C,12%,2.1%,-0.9%,i,35,7%,-4%,2.3,41,1.1%,2%,
COc1ccc(OCC(O)CON2C(=O)c3ccccc3C2=O)cc1 (stereo not given),9%,0.4%,0.0%,i,56,6%,-6%,-0.7,74,1.7%,4%,
COc1cc(-c2nnn(Cc3ccccc3C)n2)cc(OC)c1OC,-1%,-0.3%,-0.9%,i,40,.,-5%,1.3,64,0.1%,6%,
Cc1nnc(SCC(=O)Nc2cc(S(=O)(=O)N3CCOCC3)ccc2C)s1,.,0.2%[50 µM],.,.,.,.,1%,0.1,70,.,2%,
C=CCOC(=O)C1=C(C)NC(C)=C(C(=O)OCC=C)C1c1ccco1,2%,-0.8%,-0.6%,i,21,-9%,-2%,0.8,39,5.2%,-12%,
C/C(=N\N=C1\NC(=O)C(Cc2ccccc2)S1)c1ccccc1 (stereo not given),8%,-0.1%,1.7%,i,24,3%,17%,2.5,33,8.6%,-12%,
N=C1C(c2nc3ccccc3c(=O)[nH]2)=C(O)CN1CCc1ccccc1,1%,-1.1%,1.0%,i,33,0%,-4%,-0.1,68,2.9%,11%,
CCN(CC(=O)NCc1cccs1)S(=O)(=O)c1ccc(F)c(F)c1F,0%,0.8%[50 µM],.,i,52,-5%,-1%,-0.5,66,-1.2%,0%,
COC(=O)C1=C(N)Oc2c(oc(CO)cc2=O)C1c1ccccc1F (stereo not given),24%,9.0%,0.5%,i,7,12%,-3%,-0.7,63,0.5%,4%,
COc1ccc(-n2c(SC3CCOC3=O)nc3ccccc3c2=O)cc1OC (stereo not given),17%,1.0%,-0.3%,.,.,-1%,-5%,0.0,92,0.1%,7%,
# The results go on:
SMILES,Large T inhibition,K1F lysis inhibition,West Nile virus CPE,T cell HTS,T cell HTS vesicle-bound %,PhoP inhibition,NS5 inhibitors,NTR1 agonist,NTR1 agonist cell count 20 µM,RSV antiviral HEp-2,Rac1 GTP hydrolysis,others
CSc1ccccc1NC(=O)Cn1nnc(-c2ccc(S(C)(=O)=O)cc2)n1,-4%,0.1%,0.3%,i,54,3%,-4%,1.0,86,0.8%,7%,
Cc1ccsc1/C=C1/SC(=O)N(CC(=O)N2CCCC2)C1=O,1%,0.1%,-0.4%,i,19,4%,-4%,0.5,42,0.8%,11%,
Cc1nnc(SCc2ccccn2)n(N)c1=O,5%,0.1%,1.4%,i,18,-7%,-4%,1.5,63,1.5%,-1%,
Cc1cc(=O)n(C)c(=O)n1CCCCCCN1CCCC1,-32%,0.4%,-0.8%,i,23,0%,-1%,0.7,45,-2.3%,17%,
O=C(CCN1C(=O)C2(OCCO2)c2ccccc21)c1ccccc1,-1%,0.0%,-0.1%,i,54,-8%,1%,-0.7,55,2.0%,10%,
CC(=O)N1CCN=C1SCc1ccccc1F,4%,-2.4%,0.0%,i,49,6%,-6%,-1.2,38,1.7%,1%,
CCOc1ccc2oc(C(=O)N3CC(C)OC(C)C3)c(C)c2c1 (stereo not given),9%,0.1%,-0.1%,i,7,9%,-2%,-0.7,66,2.1%,-6%,
Cc1[nH]c(=O)[nH]c(=O)c1S(=O)(=O)Nc1ccc(F)cc1Cl,11%,1.4%[50 µM],-0.3%,i,35,6%,1%,-1.5,78,1.4%,5%,
Cc1cc(C)c(OCC(=O)Nc2cc(C(=O)O)cc(C(=O)O)c2)cc1C,2%,1.0%,0.4%,i,28,-5%,-5%,0.1,25,0.2%,2%,
CC(=O)/C=C/c1ccc2ccccc2n1,3%,-0.6%,?,i,35,9%,-45%,3.8,42,0.3%,-3%,
Cn1c(=O)c2c(nc(NCC3CCCO3)n2C)n(C)c1=O (stereo not given),5%,3.6%,-0.4%,i,43,6%,-2%,0.8,43,0.3%,10%,
O=C(CCC(=O)N(c1cccc(F)c1)C(C(=O)NC1CCCC1)c1ccncc1)Nc1cccnc1 (stereo not given),-1%,0.9%,0.4%,i,24,10%,0%,-3.3,84,0.3%,4%,
O=C1NC(=Nc2ccccc2Cl)S/C1=C\c1cccc([N+](=O)[O-])c1O,?,-0.5%,-1.1%,i,35,-9%,34%,-1.0,55,15%,19%,
Cc1cccc(CC2CC(=O)N(c3nc4ccccc4s3)C2=O)c1 (stereo not given),-2%,0.1%,0.1%,i,36,-5%,-9%,1.8,37,0.3%,1%,
COc1ccc(CC(=O)N2CCc3cc(OC)c(OC)cc3C2C)c(OC)c1 (stereo not given),24%,-0.1%,-0.8%,i,11,3%,5%,1.0,58,3.8%,1%,
Cc1c(CCC(=O)O)c(=O)oc2cc(OCc3ccc(Br)cc3)ccc12,1%,-0.1%[50 µM],0.5%,i,10,11%,-7%,-1.2,87,6.3%,4%,
Cc1ccc(CNS(=O)(=O)c2cn(C)c(=O)n(C)c2=O)cc1,12%,0.1%,0.4%,i,19,-5%,4%,0.3,66,1.2%,7%,
Oc1ccccc1C(=S)N1CCCC1,10%,0.0%,0.1%,i,26,1%,7%,0.3,69,-0.5%,14%,
COc1ccc(CNC(=O)C2CCN(S(=O)(=O)c3ccc4c(c3)N(C(C)=O)CCO4)CC2)cc1,13%,-0.1%,-0.2%,i,50,-11%,-9%,0.3,51,3.6%,7%,

# Entries from the list above with an aryl methoxy group (7):
SMILES,Large T inhibition,K1F lysis inhibition,West Nile virus CPE,T cell HTS,T cell HTS vesicle-bound %,PhoP inhibition,NS5 inhibitors,NTR1 agonist,NTR1 agonist cell count 20 µM,RSV antiviral HEp-2,Rac1 GTP hydrolysis,others
COc1ccc(C(C)=O)cc1CSc1nnc(Nc2ccccc2)s1,16%,3.7%[50 µM],-1.5%,i,4,-3%,-7%,4.0,62,5.1%,-1%,
COc1ccc(C(=O)N/N=C(\C)c2cccc(NC(=O)c3ccc(F)cc3)c2)c(OC)c1,-1%,0.1%,-0.5%,i,54,7%,-10%,12,62,3.5%,5%,
COc1ccc(OCC(O)CON2C(=O)c3ccccc3C2=O)cc1 (stereo not given),9%,0.4%,0.0%,i,56,6%,-6%,-0.7,74,1.7%,4%,
COc1cc(-c2nnn(Cc3ccccc3C)n2)cc(OC)c1OC,-1%,-0.3%,-0.9%,i,40,.,-5%,1.3,64,0.1%,6%,
COc1ccc(-n2c(SC3CCOC3=O)nc3ccccc3c2=O)cc1OC (stereo not given),17%,1.0%,-0.3%,.,.,-1%,-5%,0.0,92,0.1%,7%,
COc1ccc(CC(=O)N2CCc3cc(OC)c(OC)cc3C2C)c(OC)c1 (stereo not given),24%,-0.1%,-0.8%,i,11,3%,5%,1.0,58,3.8%,1%,
COc1ccc(CNC(=O)C2CCN(S(=O)(=O)c3ccc4c(c3)N(C(C)=O)CCO4)CC2)cc1,13%,-0.1%,-0.2%,i,50,-11%,-9%,0.3,51,3.6%,7%,
